Screening results from PubChem BioAssay.
KLF5 inh – inhibitors of KLF5 expression. DLD-1 KLF5 promoter-luciferase reporter, luminescence. inhibition, % at 5 µM. 290,000 tested, 0.23% active. AID 1700;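 active means inhibition above a per-plate limit of that plate's mean compound inhibition plus 3 SD, cut at about 60% in these data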;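 further: 0% = DMSO wells and 100% = LY294002 at 200 µM; higher means less KLF5 promoter-driven luciferase light; inactives centre near -14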
HSF-1 act – increases HSF-1 driven luciferase reporter signal. NIH3T3-HGL HSF-1 luciferase reporter, MG132, 8 h; 100% = twice DMSO control signal. activation, % at 9 µM. 300,000 tested, 1.7% active;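 active means mean replicate activation of at least 50% with a set share of replicates each reaching 50%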;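 further: 0% = median of the neutral control wells and 100% = twice that signal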
HSP90 refold inh – inhibitors of HSP90 luciferase refolding in rabbit reticulocyte lysate; luciferase refolding luminescence, 3 h; inhibition, % at 5.6 µM; 290,000 tested, 0.91% active;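 active means inhibition above the screen-wide mean plus 3 SD, computed separately per campaign, cut at about 16% in these data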;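 further: 0% = DMSO wells and 100% = 60 µM geldanamycin wells; inhibitors lower the luminescence because luciferase stays unfolded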
GSK3B inh – human GSK3beta kinase inhibition; P49841; GST-GSK3beta kinase, ADP-Glo luminescence, 60 min; active compounds read low; activity score (negative = inhibition), % at 10 µM; 300,000 tested, 0.038% active;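 active means more than half of replicate wells score below -50%, meaning over 50% inhibition versus plate controls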;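 further: 0% = median DMSO wells and -100% = median GW8510 positive control wells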
Target sequence (P49841 whole entry, looked up): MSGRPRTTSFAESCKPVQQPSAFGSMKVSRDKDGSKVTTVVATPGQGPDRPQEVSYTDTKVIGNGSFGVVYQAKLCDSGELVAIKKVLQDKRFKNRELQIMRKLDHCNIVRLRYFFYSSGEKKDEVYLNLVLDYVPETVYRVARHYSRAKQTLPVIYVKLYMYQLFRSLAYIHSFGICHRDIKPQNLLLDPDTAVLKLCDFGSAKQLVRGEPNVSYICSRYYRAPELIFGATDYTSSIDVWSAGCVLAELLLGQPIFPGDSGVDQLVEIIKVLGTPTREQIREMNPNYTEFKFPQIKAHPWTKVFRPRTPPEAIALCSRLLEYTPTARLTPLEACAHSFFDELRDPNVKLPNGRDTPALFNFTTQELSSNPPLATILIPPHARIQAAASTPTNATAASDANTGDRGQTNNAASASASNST
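Assay system: GST-fused GSK3beta enzyme, cell-free / Medium: Tris pH 7.5 buffer with MgCl2, DTT, BSA, heparin / Also added: peptide substrate plus 25 µM ATP (final) / Compound: 10 µM single point / Timing: kinase reaction with compound 60 min at room temperature / Detection: ADP-Glo luminescence / Benchmarks: DMSO neutral wells and GW8510 at 20 µM as positive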
Platelet DG rel – platelet dense granule release activity; 300,000 tested, 0.22% active; inhibition, %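 (compounds screened at 7.5 µM in platelet-rich plasma)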; human platelet-rich plasma, SFLLRN dense granule ATP release, luminescence;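 active means mean replicate score, as percent of positive control, at or above 50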
HSF1 inhib – HSF1 inhibition | NIH3T3-HGL HSE-luciferase, MG132-induced, luminescence 8 h; active compounds read low | activity change, negative = inhibition, % at 7.5 µM (by protocol) | 300,000 tested, 0.77% active | AID 2098;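 active means more than half of replicate wells show activity change below -50%, luminescence cut by over half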;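 further: luciferase reports HSF-1 transcriptional activity via heat shock element; 0% = median of DMSO wells and -100% = zero luminescence signal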
aSyn UTR inh – MLPCN primary screen, SNCA 5' untranslated region; alpha-synuclein 5'UTR reporter, inhibitor activity; inhibition, % (tested at 7.5 µM); 300,000 tested, 0.82% active; AID 1813; in the data active means inhibition above about 60%;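 further: H4 neuroglioblastoma cells stably carrying SNCA 5'UTR luciferase fusion; 0% = DMSO wells and 100% = positive control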
GSK3A inh – human GSK-3 alpha kinase inhibition; ADP-Glo luminescence, 60 min; 320,000 tested, 0.1% active; inhibition, % at 10 µM;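 in the data active means inhibition above about 50%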;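 further: GST-tagged GSK-3 alpha with peptide substrate and 25 µM ATP; 0% = DMSO neutral wells and 100% = GW8510 positive control wells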
Target sequence (P49840 whole entry, looked up): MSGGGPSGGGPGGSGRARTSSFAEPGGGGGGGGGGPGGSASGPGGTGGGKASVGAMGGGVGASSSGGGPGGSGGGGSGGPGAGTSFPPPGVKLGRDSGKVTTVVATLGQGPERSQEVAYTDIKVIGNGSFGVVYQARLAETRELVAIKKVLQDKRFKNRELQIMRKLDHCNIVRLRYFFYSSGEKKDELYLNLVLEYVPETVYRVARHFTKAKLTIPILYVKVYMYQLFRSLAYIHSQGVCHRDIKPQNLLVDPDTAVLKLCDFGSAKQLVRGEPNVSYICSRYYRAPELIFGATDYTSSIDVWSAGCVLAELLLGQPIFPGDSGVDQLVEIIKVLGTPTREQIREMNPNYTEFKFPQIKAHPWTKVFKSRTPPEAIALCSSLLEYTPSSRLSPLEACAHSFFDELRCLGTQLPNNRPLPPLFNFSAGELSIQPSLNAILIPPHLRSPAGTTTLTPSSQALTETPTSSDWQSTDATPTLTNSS
DYRK1A inh – Dyrk1A (rat) kinase inhibition | Q63470 | ADP-Glo luminescence, NFATc1 peptide | inhibition, % at 12.5 µM | 310,000 tested, 0.43% active | AID 504441; in the data active means inhibition above about 50%;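 further: plate controls were vehicle with enzyme for no effect and no enzyme for full effect; many of its hits are not listed in these tables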
IEC-6 cytotox – kills IEC-6 intestinal cells in KLF5 counter-screen; 290,000 tested, 0.78% active; IEC-6 cytotoxicity, luminescence viability; inhibition, % at 5 µM; in the data active means inhibition above about 22%;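 further: 0% = plate median of test compound wells and 100% = cytotoxic reference compound wells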
Numbers without * were called inactive; . = no result given.

SMILES	KLF5 inh	HSF-1 act	HSP90 refold inh	GSK3B inh	Platelet DG rel	HSF1 inhib	aSyn UTR inh	GSK3A inh	DYRK1A inh	IEC-6 cytotox
CCN1C(=O)C(CC(=O)Nc2ccc(OC)cc2)N(CCc2ccc(F)cc2)C1=S (stereo not drawn)	-2	3	1	1	22	8	-3	-6	5	-2
COC(=O)c1ccc(CNC(=O)COc2ccccc2Br)o1	-16	16	6	4	1	-1	-2	-1	17	4
Cc1ccc(NC(=O)COc2ccccc2C=O)cc1Cl	-167	80*	-1	2	9	44	-121	0	-4	-9
CCOc1ccc(C(=O)c2ccc([N+](=O)[O-])cc2Cl)cc1	-2	-32	2	-4	0	-14	18	0	-2	-5
C=CCN(CC=C)S(=O)(=O)c1ccc(NC(=S)NC(=O)c2ccco2)cc1	-10	30	2	-3	-1	12	-11	-5	-4	2
CCc1cc2cc(C(=O)Nc3ccc(C)cc3)sc2s1	-12	10	4	3	-2	-5	-90	-7	-5	4
O=C(O)c1cc(C2CC2)nc2ccccc12	-11	0	2	-27	-1	-1	2	0	-2	-2
COCCNC(=O)Cn1c(=O)n(CCC(=O)NCCc2ccccc2)c(=O)c2ccccc21	-5	-1	0	1	2	-2	9	-5	2	-1
CC(Sc1nnc(C(F)(F)F)n1C)C(=O)Nc1ccc(S(N)(=O)=O)cc1 (stereo not drawn)	-7	-1	2	2	-2	-2	0	2	4	-1
CNC(=O)OCc1cccc(COC(=O)NC)n1	7	10	-4	-2	-3	-10	-15	-1	4	-4
CCC(C)(C(=O)NC1CCCC1)N(C(=O)CNC(=O)c1ccccc1)c1c(C)n(C)n(-c2ccccc2)c1=O (stereo not drawn)	2	-1	3	1	17	-5	21	1	-1	4
Cc1cc2oc(=O)cc(CN(C)Cc3ccccc3)c2cc1C(C)C	18	20	4	0	-6	3	30	-1	2	-1
COc1cccc2[nH]c3ccccc3c(=O)c12	-25	-1	2	2	13	1	-26	0	4	-3
O=C(Nc1cc([N+](=O)[O-])ccc1C(=O)Nc1cccnc1)c1ccccc1	-15	-6	1	-1	-4	0	24	3	2	0
CCCCn1c(-c2ccoc2C)n[nH]c1=S	-24	3	-2	2	-2	-2	-1	-2	2	-7
Cn1c(SCc2ccccc2)nc2ccsc2c1=O	-6	4	0	3	-2	0	-18	-3	-1	9
Cc1ccc(C(=O)Nc2nnc(-c3ccco3)o2)cc1	-65	-7	2	-1	12	-26	-1	-4	-4	3
CC(=O)c1ccc(OCC(=O)Nc2c(C)nn(-c3ccccc3)c2C)cc1	.	-20	.	-2	.	-5	-1	-5	-2	.
O=C(Cn1c(=O)oc2ccccc21)Nc1ccc(Cl)cc1	-31	38	-3	18	0	11	-15	4	-1	-4
COc1ccc(C)cc1NC(=O)CNC(C)C(=O)Nc1cc(Cl)ccc1Cl (stereo not drawn)	-4	-5	1	-1	-3	-4	-14	-3	-1	5
CC(C)CNC(=O)C(=O)NN=C1CCCCCC1	-3	-5	-3	-6	-1	-1	-26	-3	-5	-2
COc1ccc(-c2nnc(SCC(=O)Nc3ccc(C)cc3)n2C)cc1	2	-8	-2	3	0	10	-1	10	-1	0
Cc1cccc(OCC(=O)NC(=S)NNC(=O)c2ccncc2)c1	-11	16	-2	0	0	-6	-15	1	-5	-1
O=C(Nc1ccc(N2CCCC2)cc1)c1ccc(Br)cc1	-42	5	14	.	17	7	-53	0	1	-4
O=C(NCc1ccc(F)cc1)c1c(O)c2cccc3c2n(c1=O)CCC3	5	-8	4	2	10	-7	7	-20	-3	-3
O=[N+]([O-])c1ccc(N2CCC(O)CC2)nc1	19	-2	6	3	-1	-4	-6	1	8	0
COC(=O)CNS(=O)(=O)c1ccc(C)cc1	-39	1	1	0	.	-3	-21	-2	-5	0
O=[N+]([O-])c1ccc(/C=N/NC(=S)Nc2ccccc2F)o1	-25	20	6	4	-8	0	-25	5	6	0
CCOc1ccc(N2C(=O)/C(=C\c3ccccc3OC)S(=O)(=O)C2c2cccc([N+](=O)[O-])c2)cc1 (stereo not drawn)	-9	10	-2	-4	22	9	3	-2	.	-4
COc1ccc(C(=O)Nc2ncc(C)s2)cc1S(=O)(=O)N1CCCC1	-34	-1	3	0	-10	-4	-12	-1	-8	8
COc1ccc(NC(=O)/C(Cl)=C(/Cl)S(=O)(=O)Cc2ccc(C)cc2)cn1	28	46	8	-2	12	12	7	.	-3	23*
CC(c1ccccc1)N1CC(C(=O)NC2CCCC2)CC1=O (stereo not drawn)	-12	19	-1	4	-6	-3	18	1	3	-6
CCN(CC)C(=O)Cn1cc(C(=O)C(=O)N(CC)C2CCCCC2)c2ccccc21	-14	-5	1	2	-6	-5	1	1	8	2
Cc1cc2ccccn2c1C(C[N+](=O)[O-])c1ccc(N(C)C)cc1 (stereo not drawn)	-36	1	-4	0	1	-5	-80	0	-2	-3
CC(C)(C)NC(=O)CCCCCCCC(=O)NC(C)(C)C	10	21	1	-3	-3	2	-8	0	-7	5
CCOc1ccc2c(c1)C(=O)C(=O)N2CC1COc2ccccc2O1 (stereo not drawn)	-6	-5	-3	-25	5	-8	-11	3	2	72*
CC(=O)Nc1cc2ccccc2oc1=O	-16	-26	-2	1	-4	-4	-1	.	2	-4
CCc1nnc(NC(=O)c2cc(-c3cccnc3)nc3ccccc23)s1	7	-13	1	3	-5	-11	0	-4	1	5
Cc1nc2cc(NC(=O)Nc3cccc(F)c3)ccc2n1C	9	.	42*	1	56*	.	32	-1	-4	5
C=CCNc1nc(C)nc(OC)n1	-28	0	-1	1	-3	-10	6	-1	22	-2
COCCCNC(=S)Nc1ccc(OC(F)F)cc1C	-12	8	1	1	12	3	4	0	-5	-2
O=c1[nH]c2ccccc2nc1/C=C(\O)C1CC1	0	24	-7	2	-12	14	-39	0	-4	4
CC1=NNC(=O)C1CCC(=O)N/N=C/c1ccc(Cl)cc1 (stereo not drawn)	-4	-6	0	1	8	0	6	2	-5	-9
CCCn1nc(C(=O)OCC(=O)Nc2cccc(OC)c2)c2ccccc2c1=O	9	-4	-2	2	3	-3	19	-1	4	5
O=C1CCc2cc(S(=O)(=O)N3CCCC3C(=O)N3CCN(c4ccccc4)CC3)ccc2N1 (stereo not drawn)	11	-21	0	0	-6	-4	-20	1	3	6
CCn1c(=S)sc2c(=O)n(CC(=O)Nc3ccc(C(C)=O)cc3)c(C)nc21	-27	2	-5	-2	2	-2	-3	-3	-6	8
CC12CCC(=O)N1C(C(=O)NCc1ccccc1F)CS2 (stereo not drawn)	.	-9	.	2	4	-3	-4	.	15	.
Cc1ccc(C(=O)NCC(=O)OC(C)C(=O)NCCC2=CCCCC2)cc1C (stereo not drawn)	-13	-2	0	-3	4	-2	-6	-1	1	0
O=C(CCN1C(=O)C2C3C=CC(C3)C2C1=O)Nc1ccc2c(c1)OCO2 (stereo not drawn)	-19	.	-1	0	.	.	.	1	3	4
O=C1CC(Sc2nnc(-c3ccccc3O)o2)C(=O)N1c1ccccc1 (stereo not drawn)	3	7	0	-1	6	-2	7	-5	3	3
Cc1cccc(NC(=O)C2CCCN(S(=O)(=O)c3cccc4nonc34)C2)c1 (stereo not drawn)	-6	-4	-1	0	-1	3	11	-3	0	-10
Nc1nc(-c2ccc([N+](=O)[O-])cc2)cs1	8	-8	4	5	4	1	-11	-3	1	7
Cc1cc(NC(=O)Cn2nnc3sc4c(c3c2=O)CCC(C(C)(C)C)C4)no1 (stereo not drawn)	-2	12	1	1	0	11	12	-3	0	1
CCCCC(=O)NCCNC(=O)c1cc(OCC(F)(F)F)ccc1OCC(F)(F)F	-3	3	5	2	-1	0	22	5	0	1
CCOc1cccc(C(=O)N(Cc2ccc(F)cc2)C2CCS(=O)(=O)C2)c1 (stereo not drawn)	-42	.	5	1	-1	.	.	-1	4	0
COc1cc(S(=O)(=O)n2nnc3ccccc32)c(OC)cc1Cl	-13	-8	1	-1	0	-11	2	-5	-5	-3
OCC(O)[C@@H](O[C@H]1O[C@H](CO)[C@@H](O)[C@H](O)[C@H]1O)[C@H](O)[C@@H](O)CO (stereo partly drawn)	.	-48	.	-2	-1	-32	6	0	-5	.
CC(C1CC1)N(Cc1ccccc1)C(=O)NC(=O)c1ccc(F)cc1 (stereo not drawn)	-4	-23	2	5	-6	-8	21	-2	.	3
CCN1CCc2c(C#N)c(N3CCCCC3)nc(N3CCOCC3)c2C1	-26	-35	-3	-39	10	-11	8	48	19	-6
CCCN(C(=O)c1cccc(-n2cccc2)c1)c1c(N)n(Cc2ccccc2)c(=O)[nH]c1=O	.	-11	.	1	2	5	8	-2	6	.

Other compounds follow.
SMILES	KLF5 inh	HSF-1 act	HSP90 refold inh	GSK3B inh	Platelet DG rel	HSF1 inhib	aSyn UTR inh	GSK3A inh	DYRK1A inh	IEC-6 cytotox
CCCOc1cccc(C2C(C(=O)c3ccc(C)o3)=C(O)C(=O)N2CCN2CCOCC2)c1 (stereo not drawn)	-15	-11	-3	-3	-2	-5	12	2	-6	-8
Cc1ccc(NC(=O)CN2CCC(Cc3ccccc3)CC2)cc1S(=O)(=O)N(C)C	-29	23	3	1	-3	-6	-8	-1	-3	-3
O=C(O)c1ccccc1-c1ccccc1C(=O)NCc1cccc(C(F)(F)F)c1	10	14	3	0	2	-4	-7	-5	6	1
COc1ccc(/C=N/NC(=O)c2ccn[nH]2)cc1COc1ccc(F)cc1	-28	13	-2	-3	1	3	8	1	-14	-3
Fc1cccc(Cn2cc(C(=S)N3CCCCC3)c3ccccc32)c1	-14	13	3	0	2	3	3	1	-5	-6
CC(=O)N(C(C)=O)n1c(/C=C/c2ccc([N+](=O)[O-])cc2)nc2ccccc2c1=O	2	17	-1	3	3	6	-57	-4	0	-1
COC(=O)c1ccccc1NC(=O)CSc1ncn[nH]1	-22	-2	-3	0	6	-4	-6	1	-1	1
COc1ccccc1OCCC(=O)NCc1ccc2c(c1)OCO2	-22	6	1	-2	-34	-5	-24	-1	15	-1
Cn1c(SCC(=O)Nc2ccc3cn[nH]c3c2)nnc1-c1cccs1	-10	-6	-3	1	21	-8	18	-2	-2	-4
CC(C)C(=O)Nc1ccc(Cl)cc1-c1nc2ccccc2[nH]c1=O	-2	-1	2	-2	2	4	-1	-5	5	0

Single records, as listed above. Screens in order: KLF5 inh, HSF-1 act, HSP90 refold inh, GSK3B inh, Platelet DG rel, HSF1 inhib, aSyn UTR inh, GSK3A inh, DYRK1A inh, IEC-6 cytotox
Record of COC(=O)CNS(=O)(=O)c1ccc(C)cc1 → -39, 1, 1, 0, ., -3, -21, -2, -5, 0
Record of CCn1c(=S)sc2c(=O)n(CC(=O)Nc3ccc(C(C)=O)cc3)c(C)nc21 → -27, 2, -5, -2, 2, -2, -3, -3, -6, 8
Record of COCCCNC(=S)Nc1ccc(OC(F)F)cc1C → -12, 8, 1, 1, 12, 3, 4, 0, -5, -2
Record of O=C1CC(Sc2nnc(-c3ccccc3O)o2)C(=O)N1c1ccccc1 (stereo not drawn) → 3, 7, 0, -1, 6, -2, 7, -5, 3, 3
Record of CCC(C)(C(=O)NC1CCCC1)N(C(=O)CNC(=O)c1ccccc1)c1c(C)n(C)n(-c2ccccc2)c1=O (stereo not drawn) → 2, -1, 3, 1, 17, -5, 21, 1, -1, 4

Some of the compounds tested (hit frequency here may not be typical).
